Screening results: PubChem BioAssay, several laboratories
TRPC4 potent: positive allosteric modulators of TRPC4, primary screen, cell-based, mouse TRPC4beta, HEK293 mu-opioid, Fluo-4 calcium | B-score at 10 µM | 310,000 tested, 0.42% active | AID 2227, 2009 | Short transient receptor potential channel 4 (Mus musculus), Q9QUQ5 | DAMGO EC20, Fluo-4 Ca2+ flux; active compounds read high;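 active = B-score of calcium response area above 5 SD of library B-scores, with initial fluorescence ratio within 5 SD of library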;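 note: B-score of integrated fluorescence ratio over time as area under calcium response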
Target sequence (Q9QUQ5 whole entry, looked up): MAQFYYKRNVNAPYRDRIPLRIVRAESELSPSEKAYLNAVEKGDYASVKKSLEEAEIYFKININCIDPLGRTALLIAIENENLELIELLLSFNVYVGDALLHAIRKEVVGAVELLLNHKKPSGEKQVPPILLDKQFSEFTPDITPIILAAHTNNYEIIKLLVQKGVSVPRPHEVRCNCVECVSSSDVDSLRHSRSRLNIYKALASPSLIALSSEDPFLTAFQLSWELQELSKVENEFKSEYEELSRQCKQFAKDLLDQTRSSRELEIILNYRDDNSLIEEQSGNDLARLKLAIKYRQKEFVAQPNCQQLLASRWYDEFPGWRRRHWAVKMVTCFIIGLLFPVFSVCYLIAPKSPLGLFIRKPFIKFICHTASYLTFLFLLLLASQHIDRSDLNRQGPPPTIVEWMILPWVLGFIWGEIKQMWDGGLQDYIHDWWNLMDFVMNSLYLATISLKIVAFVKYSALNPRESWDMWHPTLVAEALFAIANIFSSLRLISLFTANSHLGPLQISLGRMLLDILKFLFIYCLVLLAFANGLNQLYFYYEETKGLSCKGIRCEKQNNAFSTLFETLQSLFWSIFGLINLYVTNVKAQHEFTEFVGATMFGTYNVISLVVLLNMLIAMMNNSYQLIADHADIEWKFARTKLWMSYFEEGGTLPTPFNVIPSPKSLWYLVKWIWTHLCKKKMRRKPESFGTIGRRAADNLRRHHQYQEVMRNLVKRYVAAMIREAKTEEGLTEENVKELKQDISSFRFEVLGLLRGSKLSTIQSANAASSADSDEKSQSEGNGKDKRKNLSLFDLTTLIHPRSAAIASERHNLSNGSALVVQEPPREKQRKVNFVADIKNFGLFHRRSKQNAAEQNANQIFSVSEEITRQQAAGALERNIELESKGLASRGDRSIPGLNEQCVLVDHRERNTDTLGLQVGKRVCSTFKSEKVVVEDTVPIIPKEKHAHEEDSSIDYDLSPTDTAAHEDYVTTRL
ANO1 activ: TMEM16A chloride channel activators or potentiators, primary screen, cell-based, HTS; Anoctamin-1 (Mus musculus), Q8BHY3; HEK293 TMEM16A/YFP-H148Q/I152L, iodide quench fluorescence; active compounds read low; B-score at 10 µM; 340,000 tested, 0.3% active; AID 623877, 2012;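 active = fluorescence-ratio B-score plate-corrected deviation score at least 3 library SD below zero, with starting fluorescence score within 5 deviations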;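 note: channel opened by trigger with iodide after compound preincubation; score built on the fluorescence ratio of max minus min over baseline; more negative score means more quench and so TMEM16A activation or potentiation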
MrgX1 ag: agonists of human MrgX1 receptor, primary screen, HEK293 cells, Fluo-4 calcium flux. Mas-related G-protein coupled receptor member X1 (Homo sapiens), Q96LB2. Fluo-4 calcium fluorescence, agonist mode; active compounds read high. B-score at 10 µM. 310,000 tested, 0.44% active. AID 588627, 2011;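 active = calcium response B-score plate-corrected fluorescence ratio at least 3 library SD, with starting fluorescence B-score inside 5 SD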
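Material: MrgX1-expressing HEK293 cells / Dosing: compound as first of three additions / Incubation: overnight seeding, then 1 h dark dye loading / Signal: Fluo-4 NW calcium fluorescence / Evaluation: B-scored fluorescence response ratio / Benchmarks: positive and negative control wells on each plate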
TMEM16A inh: TMEM16A chloride channel inhibitors, primary screen, cell-based, HTS; normalized B-score (activity score, 25-100; higher = stronger inhibition) at 10 µM; 310,000 tested, 1.2% active; HEK293 TMEM16A/YFP iodide influx fluorescence, ionomycin; AID 588511, 2011;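 active = ratio plate-corrected score three or more library SD toward inhibition, starting fluorescence score within five deviations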;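 note: score derived from kinetic fluorescence span divided by baseline fluorescence per well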
TRPC6 act: mouse TRPC6 channel activators, primary screen, cell-based, HEK293, membrane potential dye; 310,000 tested, 0.13% active; AID 2550, 2010; HEK293-TRPC6 membrane potential dye fluorescence; active compounds read high; Short transient receptor potential channel 6 (Mus musculus), Q61143; B-score at 10 µM;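 active = B-score of the integrated fluorescence ratio above library mean plus 3 SD, and starting fluorescence ratio within library mean plus 5 SD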;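 note: higher score means more depolarization so channel activation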
TRPC4 agonist: activators of mouse TRPC4 channel, primary screen, Fluo4 calcium, HEK293 TRPC4beta/mu-opioid cells. B-score at 10 µM. Fluo4 calcium fluorescence; active compounds read high. Short transient receptor potential channel 4 (Mus musculus), Q9QUQ5. AID 2237, 2010. 310,000 tested, 0.49% active;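 active = B-score above 5 SD of library B-scores, and initial fluorescence ratio not above library mean plus 5 SD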;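 note: positive B-score marks a calcium rise read as TRPC4 activation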
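Assay system: HEK293 stable line with TRPC4beta plus mu-opioid receptor. Times: dye 45 min RT, read 110 s. Measured by: kinetic Fluo4 calcium fluorescence. Measure: B score of integrated ratio. Controls: assay buffer as low control, maximal DAMGO as high control.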
SKKanGAS inh: S. pyogenes SKKanGAS growth inhibitors in kanamycin, primary screen, streptokinase expression inhibitor project, SKKanGAS strain, BacTiter-Glo luminescence. 6 h. inhibition, % at 7.5 µM. 300,000 tested, 1.3% active. AID 1662, 2009;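 active = mean replicate score, as percent of positive control median, at least 50; inconclusive = mean below 50 but one replicate at or above 50; inactive = mean and every replicate below 50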;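 note: strain carries kanamycin resistance gene driven by streptokinase promoter and grows in 40 µg/ml kanamycin; loss of luminescence reflects streptokinase promoter inhibition or plain growth inhibition; 0% = median of DMSO wells and 100% = positive control at its reference dose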
TRPC4 block: inhibitors of mouse TRPC4 channel, primary screen, Fluo4 calcium, HEK293 TRPC4beta/mu-opioid cells; Short transient receptor potential channel 4 (Mus musculus), Q9QUQ5; DAMGO-evoked Fluo4 calcium flux; active compounds read low; B-score at 10 µM; 300,000 tested, 0.39% active; AID 2247, 2010;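 active = B-score over 3 SD under the library average, no early fluorescence shift, positive overall ratio signal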
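Material: HEK293 cells with stable TRPC4beta plus mu-opioid receptor expression; probe or stimulus: DAMGO in two steps, submaximal then maximal; technique: Fluo4 calcium fluorescence by kinetic imaging, 5 s 1 Hz baseline; measure: integrated fluorescence ratio relative to baseline, converted to per-well B score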
TRPC6 inhibitor: mouse TRPC6 channel inhibitors, primary screen, cell-based, HEK293, membrane potential dye. ACh-evoked depolarization; active compounds read low. 310,000 tested, 1.1% active. B-score at 10 µM;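 active = B-score under library mean minus 3 SD, initial fluorescence not abnormally high, positive integrated signal ratio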;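 note: B-score derived from integrated fluorescence ratio over the kinetic read; more negative B-score means stronger inhibition of depolarization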
MrgX1 PAM: positive allosteric modulators of MrgX1, primary screen, HEK293 cells, Fluo-4 calcium flux | Mas-related G-protein coupled receptor member X1 (Homo sapiens), Q96LB2 | 310,000 tested, 0.63% active | B-score at 10 µM | FDSS; active compounds read high;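 active = plate-corrected calcium response at least 3 library SD above typical, normal starting fluorescence, not activating the receptor alone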;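 note: compound read alongside a low EC10 to EC30 dose of BAM8-22 agonist; peak minus trough fluorescence over baseline measured at the second addition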
MrgX1 antagonist: antagonists of human MrgX1 receptor, primary screen, HEK293 cells, Fluo-4 calcium flux; B-score at 10 µM; 310,000 tested, 1.3% active; AID 588676, 2011; BAM8-22 antagonism; active compounds read low; Mas-related G-protein coupled receptor member X1 (Homo sapiens), Q96LB2;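 active = calcium-response B-score plate-corrected more than 3 library SD below zero, starting fluorescence within 5 deviations, no agonist response on first addition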;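 note: peak minus trough fluorescence over baseline after final BAM8-22 challenge near maximal dose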
The depositor's hits bear a star; i = inactive; ? = inconclusive; nt = not tested or not shown. Hits appear at their usual frequency. Share with any hit: about 6.7%.

molecule	TRPC4 potent	ANO1 activ	MrgX1 ag	TMEM16A inh	TRPC6 act	TRPC4 agonist	SKKanGAS inh	TRPC4 block	TRPC6 inhibitor	MrgX1 PAM	MrgX1 antagonist
Cc1[nH]c2ccccc2c1-c1csc(NC(=O)CSCC(=O)O)n1	i	i	i	i	i	i	-4	i	i	i	i
COCCCn1c(=O)c2ccccc2n(CC(=O)NC2CCCCC2)c1=O	i	i	i	i	i	i	0	i	i	i	i
COc1ccc(C(C#N)N2N=C(C)CC2c2ccccc2)cc1OC (stereo unspecified)	i	i	i	i	i	i	-4	i	i	i	i
Cc1ccc(Sc2ncccc2C(N)=O)cc1	i	i	i	i	i	i	-3	i	i	i	i
COc1cccc(/C=C2\SC(=S)N(CCC(=O)Nc3ccc(O)cc3)C2=O)c1	i	i	i	i	i	i	1	i	i	i	i
Cc1cc(O)c(Sc2ccccc2)c(=O)o1	i	i	i	i	i	i	-5	i	i	i	i
COc1cccc(NC(=O)c2cccc(Cl)c2)c1	nt	i	i	i	nt	nt	nt	nt	nt	i	i
Cc1ccc(NC(=O)CCc2nnc3ccc(N4CCN(C)CC4)nn23)cc1F	i	i	i	i	i	i	3	i	i	i	i
Cc1cccc(NC(=O)c2ccccn2)c1C	i	i	i	i	i	i	-8	i	i	i	i
COc1ccc2nc(NC(=O)Cn3cnc4ccccc4c3=O)sc2c1	i	i	i	i	i	i	-7	i	i	i	i
Cc1cccc(-c2nc3cc(NC(=O)C4CCCO4)ccc3o2)c1 (stereo unspecified)	i	i	i	i	i	i	20	i	i	i	i
CN(c1ccccc1)S(=O)(=O)c1ccc2ccccc2c1	i	i	i	i	i	i	24	i	i	i	i
Cc1ccc(-n2c(SCc3ccc(C#N)cc3)nnc2-c2ccccn2)cc1	i	i	i	i	i	i	4	i	i	i	i
CCN(CC(=O)NCc1cccs1)C(=O)c1cccc(S(=O)(=O)Nc2ccc(OC)cc2)c1	i	i	i	i	i	i	-1	i	i	i	i
O=C(CCNS(=O)(=O)c1ccc(Cl)cc1)N1CCCC1	i	i	i	i	i	i	4	i	i	i	i
O=C1CCCN1c1ccc(S(=O)(=O)NCCOc2ccccc2)cc1	i	i	i	i	i	i	-3	i	i	i	i
CCn1ncc(Br)c1C(=O)Nc1cc(C)ccc1F	i	i	i	i	i	i	-4	i	i	i	i
COc1ccc(-c2noc(N3CCC(C(=O)Nc4ccccc4F)CC3)n2)cc1	i	i	i	i	i	i	-1	i	i	i	i
CC(=O)c1sc(NC(=O)CN2C(=O)C3CC=CCC3C2=O)nc1-c1ccccc1 (stereo unspecified)	i	i	i	i	i	i	18	i	i	i	i
O=C(Nc1ccc2c(c1)OCCO2)c1cc(-c2ccccn2)nc2ccc(Br)cc12	i	i	i	i	i	i	-2	i	i	i	i
CCN1C(C)=C(C)S/C1=C1\SC(=S)N(C2CCCCC2)C1=O	i	i	i	i	i	i	16	i	i	i	i
O=C(NCCN1CCOCC1)c1sc2cc(Cl)ccc2c1Cl	i	i	i	i	i	i	-4	i	i	i	i
O=C(c1ccccc1)N1N=C(c2ccccc2O)CC1c1ccccc1 (stereo unspecified)	i	i	i	i	i	i	11	i	i	i	i
CC(C)(C)OC(=O)N1CCC(c2c(C(=O)NC3CC3)cnn2-c2ccc(Cl)cc2)CC1	i	i	i	i	i	i	4	i	i	i	i
CCN(CC)C(=O)c1sc(NC(=O)c2cccc([N+](=O)[O-])c2)c(C#N)c1C	i	i	i	i	i	i	7	i	i	i	i
CCCCOn1c(C)c(C(=O)OCC)c2c3no[n+]([O-])c3ccc21	i	i	i	i	i	i	-3	i	i	i	i
O=C(CC(=O)c1c(F)cccc1Cl)c1ccccc1O	i	i	53*	i	i	84*	32	i	i	i	i
CN(C)CCCNS(=O)(=O)c1cc(Cl)ccc1Cl	i	i	i	i	i	i	-15	i	i	i	i
CCOC(=O)c1ccccc1NC(=O)c1ccccc1N(C)S(C)(=O)=O	i	i	i	i	i	i	2	i	i	7.2*	i
Cc1c(NC(=O)Nc2cccs2)cccc1[N+](=O)[O-]	i	i	i	i	i	i	4	i	i	i	i
COCC(=O)N(Cc1cc2ccccc2[nH]c1=O)c1ccc(OC)cc1	i	i	i	i	i	i	-11	i	i	i	i
O=C(NNC(=O)c1ccccc1OCc1ccccc1)c1ccccc1O	i	i	i	i	i	i	35	i	i	i	i
COc1ccccc1C(=O)Nc1cccc(C(=O)c2ccccc2)c1	i	i	i	i	i	i	3	i	i	i	i
O=C(Cn1c(NCCO)nc2ccccc21)c1ccc(Cl)cc1	i	i	i	i	i	i	1	i	i	i	i
Cc1ccc(S(=O)(=O)N2CCCC2C(=O)Oc2ccccc2)cc1 (stereo unspecified)	i	i	i	i	i	i	-3	i	i	i	i
O=C(O)COc1ccccc1Cc1ccccc1	i	i	i	i	i	i	-3	i	i	i	i
CCOc1ccccc1N1CCN(C(=O)COc2ccc3c(C)cc(=O)oc3c2)CC1	i	i	i	i	i	i	3	i	i	i	i
CC(=O)N1CCN(c2ccccc2NC(=O)c2ccc(C#N)cc2F)CC1	i	i	i	i	i	i	-1	i	i	i	i
COc1ccc2nc(SCC(=O)NC3CCCCC3)[nH]c2c1	i	i	i	i	i	i	-14	i	i	i	i
CC(C)Nc1oc(-c2cccc3ccccc23)nc1C#N	i	i	i	i	i	i	-2	i	i	i	i
COc1ccccc1NC(=O)CN(C)S(=O)(=O)c1ccc2c(c1)CCC(=O)N2	i	i	i	i	i	i	3	i	i	i	i
COc1ccc(S(=O)(=O)N2CCN(C(=O)CN3C(=O)NC(C)(c4ccc5ccccc5c4)C3=O)CC2)cc1 (stereo unspecified)	i	i	i	i	i	i	-3	i	i	i	i
COc1ccc(OC)c(NC(=O)C2CCN(C(=O)c3cccs3)CC2)c1	i	i	i	i	i	i	-5	i	i	i	i
CCc1cccc(C)c1NC(=O)Nc1ccc2c(c1)OCO2	i	i	i	i	i	i	-18	i	i	i	i
COc1cccc(CN2CC(C(=O)N3CCN(c4ccc(Cl)cc4)CC3)CCC2=O)c1 (stereo unspecified)	i	i	i	i	i	i	4	i	i	i	i
Cc1cc(C)c(C)c(OCC(=O)NCc2nc(-c3ccccc3)no2)c1	i	i	i	i	i	i	10	i	i	i	i
Cn1[nH]c(C(F)(F)F)c(C=Nc2ccc(Cl)cc2)c1=O	i	i	i	i	i	i	-4	i	i	i	i
CCCCNC(=O)c1cc2c(-c3ccc(Cl)cc3)nn(C)c2s1	i	i	i	i	i	i	-1	i	i	i	i
CCSc1nnc(NC(=O)CCNS(=O)(=O)c2cc(Br)cnc2N)s1	i	i	i	i	i	i	6	i	i	i	i
Cc1ccccc1N1CCN(C2CCCN(C(=O)c3ccccn3)C2)CC1 (stereo unspecified)	i	i	i	i	i	i	44	i	i	i	i
O=C(Nc1ccc(-c2csc(Nc3ccccc3)n2)cc1)c1cc([N+](=O)[O-])cc(C(F)(F)F)c1	i	i	i	i	i	i	?	i	i	i	i
COc1ccc(C(=O)CSc2n[nH]c(-c3ccco3)n2)cc1	i	i	i	i	i	i	-9	i	i	i	i
CC1CCN(C(=O)CCc2nnc3ccc(N4CCC5(CC4)OCCO5)nn23)CC1	i	i	i	i	i	i	2	i	i	i	i
CCOC(=O)c1c(-c2ccccc2)[nH]c2ccc(O)cc12	i	i	i	i	i	i	0	i	i	i	i
O=C(c1cc([N+](=O)[O-])ccc1N1CCOCC1)N1CCCC1	i	i	i	i	i	i	-2	i	i	i	i
O=C1C(=O)N(CCN2CCOCC2)C(c2ccccc2F)/C1=C(\O)c1ccc(S(=O)(=O)N2CCOCC2)cc1 (stereo unspecified)	i	i	i	i	i	i	-3	i	i	i	i
CCCCC(O)(c1ccc(F)cc1)C(CN1CCOCC1)c1ccc(Cl)cc1 (stereo unspecified)	i	i	i	i	i	i	7	i	i	i	i
O=C(CC(=O)c1ccccc1O)c1ccc(F)cc1	i	i	i	i	i	i	26	i	i	i	i
COc1ccc(/C=N/NC(=O)c2cccnc2)cc1O	i	i	i	i	i	i	2	i	i	i	i
Cc1ccc(-c2c(C(=O)N/N=C/C3CC=CCC3)nnn2-c2nonc2N)cc1 (stereo unspecified)	i	i	i	i	i	i	10	i	i	i	i

The listing continues.
molecule	TRPC4 potent	ANO1 activ	MrgX1 ag	TMEM16A inh	TRPC6 act	TRPC4 agonist	SKKanGAS inh	TRPC4 block	TRPC6 inhibitor	MrgX1 PAM	MrgX1 antagonist
Cc1cccc(C(=O)Nc2ccc(C(=O)/C=C/c3cccnc3)cc2)c1	i	i	i	i	i	i	4	i	i	i	i
CC1=NN(C(=O)c2ccc(Cn3ccc([N+](=O)[O-])n3)cc2)C(O)(C(F)(F)F)C1 (stereo unspecified)	i	i	i	i	i	i	0	i	i	i	i
COc1ccc(N(C(=O)CCC(=O)Nc2cc(C)on2)C(C(=O)NC2CCCC2)c2ccco2)cc1 (stereo unspecified)	i	i	i	i	i	i	1	i	i	i	i
C=CCn1c(N)cc(=O)nc1SCC(=O)Nc1ccc(C(=O)OC)cc1	i	i	i	i	i	i	13	i	i	i	i
O=C(COC(=O)c1ccc(Cl)c(S(=O)(=O)N2CCCCCC2)c1)Nc1ccccc1	i	i	i	i	i	i	-3	i	i	i	i
